PAFAH2 inh: inhibitors of human PAFAH2; Q99487; recombinant PAFAH2, FP-rhodamine activity probe, fluorescence polarization; inhibition, % at 3.39 µM; 340,000 tested, 0.99% active;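 active means inhibition above the mean over all tested compounds plus 3 SD, cut at about 30% in these data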;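 further: inhibitors block probe labeling of enzyme so polarization drops; 0% = enzyme with DMSO and 100% = wells lacking PAFAH2 protein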
* hit, by the source's call.

SMILES	PAFAH2 inh
COc1cccc(N2CCN(c3ccc(S(=O)(=O)N4CCCC4)cc3)CC2)c1	0
O=c1cc(CN2CCN(Cc3ccccc3)CC2)c2cc(Cl)ccc2o1	4
COc1cc(C(=O)C(=O)c2ccc(OC)c(OC)c2)ccc1O	13
CC/C(=C\c1ccc(Cl)cc1)c1ccncc1	-4
O=S(=O)(Nc1ccc(NS(=O)(=O)c2ccccc2)c(Cl)c1)c1ccccc1	5
COc1ccc(NS(=O)(=O)c2cccc(C(=O)NCc3ccccc3CN3CCOCC3)c2)cc1	-4
C/C(=N\NC(=O)c1cc(-c2cccc(OC(C)C)c2)nc2ccccc12)c1cccnc1	-5
O=C(COC(=O)CCNS(=O)(=O)c1ccc(Cl)cc1)Nc1ccccc1OC(F)F	4
O=[N+]([O-])C1=CC=C2C(=NC3(CCCCC3)N2O)C1=NCCc1ccccc1	-1
O=C1CC(c2ccc(Cl)cc2)Oc2ccc(Cl)cc21 (stereo unspecified)	-8
Cc1ccc(NS(=O)(=O)c2cccc(C(=O)NC3CCN(Cc4ccccc4)CC3)c2)c(C)c1	-3
O=C(Cc1ccccc1[N+](=O)[O-])NCC(O)c1ccc2c(c1)OCO2 (stereo unspecified)	-1
Cc1cc(C)c(C#N)c(SCC(=O)N(CC(C)C)C2CCS(=O)(=O)C2)n1 (stereo unspecified)	-3
CC1CCN(C(=O)c2ccccc2NC(=O)c2cccc(S(=O)(=O)N3CCOCC3)c2)CC1	2
CCN1C[C@@H]2[C@@H]3C(=O)N(C)C(=O)[C@@H]3[C@](C)(C1=O)N2C(=O)c1ccccc1	-15
O=C(Cc1ccccc1)c1ccc(O)cc1O	2
CC(=O)OCC1=C(C(=O)O)N2C(=O)[C@@H](NC(=O)CSc3ccncc3)[C@H]2SC1	5
O=c1[nH]nc(-c2ccc([N+](=O)[O-])o2)c(=O)[nH]1	5
CCN1CCN(S(=O)(=O)c2ccc(Cl)c(C(=O)N(C)Cc3ccc(C(C)(C)C)cc3)c2)CC1	2
CCNS(=O)(=O)c1ccc(NC(=S)N2CCc3ccccc32)cc1	-1
CCOCC(=O)NC1CCc2cc(OC)c(OC)c(OC)c2-c2ccc(SC)c(=O)cc21 (stereo unspecified)	6
O=C(O)c1ccc(N=C2c3ccccc3-c3ccccc32)cc1	6
O=C(NC1CC1(c1ccccc1)c1ccccc1)c1ccccc1 (stereo unspecified)	4
O=C(NN=Cc1ccc2c(c1)OCO2)C1CC1	5
Nc1ccc2nc(N)sc2c1	-4
COc1ccc(OC)c(/C=N/n2c(COc3ccccc3)n[nH]c2=S)c1	5
C/C(=N\NC(=O)c1cccc2ccccc12)c1cccnc1	-1
C[C@@H]1ON(C)[C@H]2C[C@H]3c4cc(N5CCN(C)CC5)ccc4CCN3C(=O)[C@@H]12	-2
O=C(Cc1cccc(NC(=O)C2CCN(C(=O)C3CC3)CC2)c1)Nc1cccc(C(=O)N2CCOCC2)c1	4
CCN(CC(=O)NCc1cccs1)C(=O)c1ccc(S(=O)(=O)Nc2ccccc2OC)cc1	2
COc1cc2c(oc(=O)c3cc(C)cc(OC)c32)c2c(C3OC(C)C(O)C(C)(O)C3O)ccc(O)c12 (stereo unspecified)	-3
Cc1cc2ccccc2nc1-c1ccccc1F	2
COc1ccc2cc(C(=O)N3CCN(C)CC3)[nH]c2c1	-6
C#CCOCCOCCOCCNc1nc(N2CCN(C(=O)[C@H]([C@@H](C)O)n3cc(CCCCN)nn3)CC2)nc(N2CCN(C(=O)[C@H](C)n3cc(CCC(=O)O)nn3)CC2)n1	-7
CCC(C(=O)Nc1ccc(C(=O)Nc2ccccc2C(=O)O)cc1)c1ccccc1 (stereo unspecified)	-33
CN(Cc1ccccc1)Cc1ccccc1C(O)c1ccccc1 (stereo unspecified)	2
O=C(c1cnn2c(C(F)(F)F)cc(-c3ccc(Br)cc3)nc12)N1CCOCC1	-2
CN(C)C(=O)c1ccc(NC(=O)COc2cccc3c2OC(C)(C)C3)cc1	4
COC(=O)C1(Cc2ccc3c(c2)CCC3)Cc2ccc3c(c2C1=O)CCC3 (stereo unspecified)	3
COc1nc(NC2OC(CO)C(O)C(O)C2O)c(N)c(=O)[nH]1 (stereo unspecified)	-1
CC1CCC(C(O)(C(=O)O)C2CCCCC2)CC1C (stereo unspecified)	4
CC(OC(=O)CSCC(=O)Nc1ccc(Cl)cc1)C(=O)N(C)Cc1ccccc1 (stereo unspecified)	4
Fc1ccc(NC(=S)NN=Cc2ccccc2Cl)cc1	2
CCCc1nnc(NC(=O)c2oc3ccccc3c2COCC)s1	-2
CC(=O)Nc1ccc2c(c1)Cc1ccc(Cl)cc1-2	3
CN(C)S(=O)(=O)c1cccc(NC(=O)c2cccc(S(=O)(=O)N3CCCCCC3)c2)c1	-1
O=C(O)c1ccccc1Cc1ccc2c(c1)CCCC2	2
CC1(C)CC(=O)C2=C(C1)Nc1ccccc1NC2c1cccc(F)c1 (stereo unspecified)	2
CN(C)c1ccc(C=NNC(=O)c2cccnc2)cc1	-3
COc1cc(C(=O)NCCc2ccc3c(c2)OCO3)cc(OC)c1OC	2
Cc1nc(C)n(CCNC(=O)c2ccco2)n1	1
CN(CCc1ccccc1)C(=O)c1ccc(NC(=O)Cc2ccc(NC(=O)C3CCN(C(=O)C4CCCCC4)CC3)cc2)cc1	-2
Cc1ccc(S(=O)(=O)N2CCOCC2)cc1NC(=O)CSc1nc(N)cc(N)n1	-2
c1ccc2nc(N3CCOCC3)c(N3CCCC3)nc2c1	-1
CCn1c(=O)c2c(nc3n2CCCN3CCc2ccc(OC)c(OC)c2)n(C)c1=O	0
CCC(NC(=O)CNC(=O)c1ccc2c(c1)OCO2)c1ccc(Br)cc1 (stereo unspecified)	-1
Cc1ccc2nc(N3CCN(C(=O)c4ccccc4F)CC3)c(C#N)cc2c1	3
O=C(Cc1cccc(NC(=O)C2CCN(C(=O)c3ccccc3)CC2)c1)Nc1cccc(C(=O)N2CCCCC2)c1	-5
Nn1c(SCc2ccc(C(=O)O)cc2)nnc1-c1ccc(Cl)cc1Cl	12
O=C(CNC(=O)c1cccc(S(=O)(=O)N2CCc3ccccc32)c1)Nc1ccccc1Br	13

Arranged by molecular weight (lowest first): 16 of the compounds above
SMILES	PAFAH2 inh
Cc1nc(C)n(CCNC(=O)c2ccco2)n1	1
CC(=O)Nc1ccc2c(c1)Cc1ccc(Cl)cc1-2	3
CC1CCC(C(O)(C(=O)O)C2CCCCC2)CC1C (stereo unspecified)	4
c1ccc2nc(N3CCOCC3)c(N3CCCC3)nc2c1	-1
Fc1ccc(NC(=S)NN=Cc2ccccc2Cl)cc1	2
CC1(C)CC(=O)C2=C(C1)Nc1ccccc1NC2c1cccc(F)c1 (stereo unspecified)	2
CCCc1nnc(NC(=O)c2oc3ccccc3c2COCC)s1	-2
COc1cc(C(=O)NCCc2ccc3c(c2)OCO3)cc(OC)c1OC	2
Cc1ccc2nc(N3CCN(C(=O)c4ccccc4F)CC3)c(C#N)cc2c1	3
Nn1c(SCc2ccc(C(=O)O)cc2)nnc1-c1ccc(Cl)cc1Cl	12
CCn1c(=O)c2c(nc3n2CCCN3CCc2ccc(OC)c(OC)c2)n(C)c1=O	0
CCC(NC(=O)CNC(=O)c1ccc2c(c1)OCO2)c1ccc(Br)cc1 (stereo unspecified)	-1
Cc1ccc(S(=O)(=O)N2CCOCC2)cc1NC(=O)CSc1nc(N)cc(N)n1	-2
CN(C)S(=O)(=O)c1cccc(NC(=O)c2cccc(S(=O)(=O)N3CCCCCC3)c2)c1	-1
O=C(CNC(=O)c1cccc(S(=O)(=O)N2CCc3ccccc32)c1)Nc1ccccc1Br	13
CN(CCc1ccccc1)C(=O)c1ccc(NC(=O)Cc2ccc(NC(=O)C3CCN(C(=O)C4CCCCC4)CC3)cc2)cc1	-2

Other results:
SMILES	PAFAH2 inh
Cc1ccc(NC(=O)C(c2ccc(Cl)cc2)N2CCCCC2)cc1 (stereo unspecified)	-8
CC(=NNC(=S)Nc1ccc(C)cc1)c1ccccn1	8
O=C(CSc1nc(NS(=O)(=O)c2ccccc2)cc(=O)[nH]1)Nc1ccc(Cl)cc1	-28
Nc1ccc2c3c(cccc13)C(=O)N(c1ccccc1)C2=O	19
C=CCOc1ccc(/C=C/C(=O)N2CCCN(S(=O)(=O)c3c(C)noc3C)CC2)cc1	5
COc1ccc(NC(=O)C2CCCN2C(=O)Nc2ccc(OC)cc2)cc1 (stereo unspecified)	-1
COC(=O)C(Cc1cccc(C)n1)(c1ccccc1)c1ccccc1	3
Cc1cn(C(C)C)c(=O)n(-c2ccccc2)c1=O	1
COc1ccccc1C(=O)OCC(=O)NC12CC3CC(CC(C3)C1)C2	74*
COc1cc(C(=O)Nc2cccc(-c3nc4cc(C)cc(C)c4o3)c2)cc(OC)c1OC	4
CC(=O)Nc1ccc(C=NNc2ccc([N+](=O)[O-])cn2)cc1	8
CCc1ccc(C2CC(c3ccc(C)cc3)n3nc(N)nc3N2)cc1 (stereo unspecified)	0
COc1ccc(C2=NN(C(=O)c3ccccc3)C(c3ccc(OC)c(OC)c3)C2)c(O)c1 (stereo unspecified)	-3
CCOc1ccccc1NC(=O)c1cc(-c2ccncc2)nc2c(Cl)cccc12	12
COC(=O)c1ccc(/C=N\N2CCN(c3ccccc3)CC2)cc1	-1
CCCn1c(N)c(N(CCOC)C(=O)c2c(CC)noc2C)c(=O)[nH]c1=O	4
CCN(CC)S(=O)(=O)c1ccc(N2CC(C(=O)NCCc3c[nH]c4ccccc34)CC2=O)cc1 (stereo unspecified)	7
Cc1ccccc1OCC(=O)Nc1ccc(S(=O)(=O)N2CCOCC2)cc1	1
CCCCn1c(N)c(N(C(=O)CSc2nncn2-c2ccccc2C)C2CCCC2)c(=O)[nH]c1=O	11
COc1ccc(C(=O)C(=NNc2ccccc2)c2ccc(OC)cc2)cc1	-3
O=C(CN1C(=O)S/C(=C\c2ccc(O)c([N+](=O)[O-])c2)C1=O)Nc1ccc(N2CCOCC2)cc1	3
O=C1C2CCCCN2C(=O)N1CCCN1CCN(c2cccc(C(F)(F)F)c2)CC1 (stereo unspecified)	8
NC(=O)CC(NC(=O)Cc1cccc2ccccc12)c1ccc(NC2CCCC2)c([N+](=O)[O-])c1 (stereo unspecified)	5
CN(Cc1ccccc1)C(=O)c1cccc(NC(=O)Cc2cccc(NC(=O)C3CCN(C(=O)C4CC4)CC3)c2)c1	9
O=C(COC(=O)/C=C/c1cccc(C(F)(F)F)c1)NC(=O)NC1CCCC1	-3
C=CCn1c(=S)[nH]c2scc(-c3cccs3)c2c1=O	10
CC(=O)c1ccc(Nc2nc(-c3ccccc3)nc3ccccc23)cc1	-8
COc1cc(C(=O)N/N=C/c2ccc(OC(=O)c3ccccc3Cl)c(OC)c2)ccc1O	-30
Cc1cc(C)nc(SCSc2nc(C)cc(C)n2)n1	2
CC1=C(SCc2ccccc2)C(=O)c2ccccc2C1=O	46*
COc1cc(NC(=O)Nc2cccc3cccnc23)cc(OC)c1OC	-6
Nc1nc(=S)c2ncn(C3CCCC3)c2[nH]1	-3
COc1ccc(S(=O)(=O)NCCOc2cccc3cccnc23)cc1OC	2
CN1OC[C@@H]2CN(C(=O)CCc3ccccc3)[C@H](c3cccc(Oc4ccccc4)c3)C[C@@H]21	-7
S=c1[nH]nc(COc2ccccc2)n1-c1ccc(Cl)cc1	6
C[C@H]1[C@@H](c2ccccc2)Oc2ccc(Cl)cc2S(=O)(=O)N1Cc1ccc(F)cc1F	-6
Cc1cc(=O)oc2cc(OCC(=O)NC3(C#N)CCCCC3)c(Cl)cc12	0
CC1CCCCC12NC(=O)N(CC(=O)Nc1cccnc1Cl)C2=O (stereo unspecified)	-1
CN(Cc1ccccc1)C(=O)c1cccc(NC(=O)Cc2ccc(NC(=O)C3CCCN(C(=O)C4CCCCC4)C3)cc2)c1 (stereo unspecified)	5
S=C(NCCCc1ccccc1)NCc1ccccc1	1
CC(=O)c1ccc(CCCCc2ccc(C(C)=O)cc2)cc1	4
CCCCn1c(N)c(N(CC(C)C)C(=O)CSc2nnc(C)n2-c2ccccc2)c(=O)[nH]c1=O	-3
CN(Cc1ccc(OCC(O)CN2CCCCC2)cc1)Cc1ccnc2ccccc12 (stereo unspecified)	15
CC(C)Cc1ccc(C(=O)NCc2ccc3c(c2)OCO3)o1	4
NC(=S)NN=C1CCC(C2CCCCC2)CC1 (stereo unspecified)	2
CC(C)=CCc1c2c(c3occ(-c4ccc(O)c(O)c4)c(=O)c3c1O)C=CC(C)(C)O2	-18
Cc1cn(CC(C)C)c(=O)n(-c2ccccc2)c1=O	3
C=CCc1cc(C=Nc2ccc(N3CCOCC3)cc2)cc(OCC)c1O	0
Cc1cc(NS(C)(=O)=O)c(=O)n(Cc2cccc(F)c2)c1	-10
Nc1cc2[nH]c(=O)c3ccccc3c2cc1[N+](=O)[O-]	16
CC(CNc1ccc(Cl)cc1)(CNc1ccc(Cl)cc1)[N+](=O)[O-]	-6
COc1ccc(C(=O)NCCCN2CCN(CCCNC(=O)c3ccc(OC)c(OC)c3)CC2)cc1OC	2
CC(C)(O)CN(CCCNC(=S)Nc1ccccc1)C(=S)Nc1ccccc1	2
CC(=O)c1ccc(N(C(=O)Cn2nnc3ccccc32)C(C(=O)NC2CCCCC2)c2cn(C)nc2C)cc1 (stereo unspecified)	1
CCCc1cc(=O)oc2c(C)c(OC3CCCCC3=O)ccc12 (stereo unspecified)	4
Oc1cccc(Nc2nc(N3CCOCC3)nc(N3CCOCC3)n2)c1	-63
O=C(COC(=O)c1cnccn1)c1ccccc1	-2
O=C(/C=C/c1cccnc1)/C=C/c1cccnc1	-4
CCCCN1CCC(=O)NC1=O	4
COc1cc2c(cc1OC)C(c1cc(C)ccc1C)CC(=O)N2 (stereo unspecified)	-13
COC1=CC(=O)OC(c2ccco2)C1 (stereo unspecified)	4
CNCc1cc(Cl)cc(OC)c1OC(C)C	4

Screens: PubChem, The Scripps Research Institute Molecular Screening Center

Not all compounds are listed (hit frequency here may not be typical).
